GLP1R cytotox: qHTS of GLP-1 Receptor Inverse Agonists: Cytotox Screen; Potency, µM (top dose mostly 38.3 µM), inactives show top-dose activity change, negative = inhibition, actives largely listed as inhibitors; 410,000 tested, 0.13% active; HEK293 cAMP-luciferase reporter cells, luminescence, 24 h; AID 624418, 2012;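 also: loss of luciferase light is scored as toxicity; potency is read from the fitted curve at half-maximal effect; % is scaled to controls: 0 for no effect and ±100 for the full control effect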
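Cells in DMEM/10% Nu serum/1% pen-strep, 1536-well format. Pre-incubated 12 h, dosed with 23 nL compound, incubated a further 24 h. Luciferase detection, 12 min at room temp, luminescence.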
MmCpn inh: Inhibitors of TCP-1 ring complex (TRiC) of Methanococcus maripaludis (MmCpn): qHTS | 330,000 tested, 0.031% active | Chaperonin Mm-Cpn (Methanococcus maripaludis) | purified Mm-Cpn ATPase, ADP Transcreener TR-FRET | Potency, µM (highest dose often 76.9 µM), for the others: top-dose activity, negative = inhibition, most hits filed as inhibitors; also: potency is read from the fitted curve at half-maximal effect; % is scaled to controls: 0 for no effect and ±100 for the full control effect; nearly all actives have a fitted effect of over 80% in size
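ATPase read-out: TR-FRET ADP immunoassay (anti-ADP Eu cryptate vs ADP-d2), ex 320 nm, em 590/665 nm; signal drops as ADP forms. Enzyme 25 nM, ATP 10 uM, 30 min at 37°C after 10 min compound preincubation.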
GLP1R inv ag: qHTS of GLP-1 Receptor Inverse Agonists (Inhibition Mode) | HEK293 GLP-1R CRE-luciferase, luminescence, 24 h; GLP-1R form is constitutively active | 410,000 tested, 1.6% active | Glucagon-like peptide 1 receptor (Homo sapiens), P43220 | Potency, µM (top dose mostly 38.3 µM), for the others: at the highest dose activity change, negative = inhibition, hits mostly inhibitors; also: potency is read from the fitted curve at half-maximal effect; % is scaled to controls: 0 for no effect and ±100 for the full control effect; nearly all actives have a fitted effect of over 55% in size
Target sequence (P43220 whole entry, looked up): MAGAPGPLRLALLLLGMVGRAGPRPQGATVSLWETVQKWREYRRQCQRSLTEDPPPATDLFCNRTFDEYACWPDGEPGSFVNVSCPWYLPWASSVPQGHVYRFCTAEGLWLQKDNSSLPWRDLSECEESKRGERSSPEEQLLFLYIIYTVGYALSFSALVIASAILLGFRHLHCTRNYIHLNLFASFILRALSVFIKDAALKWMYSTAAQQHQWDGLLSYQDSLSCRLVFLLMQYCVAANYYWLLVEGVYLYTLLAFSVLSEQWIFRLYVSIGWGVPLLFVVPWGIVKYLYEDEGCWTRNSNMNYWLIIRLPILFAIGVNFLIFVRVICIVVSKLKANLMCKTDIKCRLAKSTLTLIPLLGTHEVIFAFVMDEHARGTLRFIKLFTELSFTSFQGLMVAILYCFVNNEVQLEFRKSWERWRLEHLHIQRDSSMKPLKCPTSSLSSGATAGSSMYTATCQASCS
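Inverse agonists were sought by their lowering of basal cAMP reporter luciferase output in HEK293 cells stably carrying constitutively active human GLP-1R, after 24 h compound treatment.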
TDP43 rescue: qHTS of TDP-43 Inhibitors; TDP-43 expressing yeast growth rescue, BacTiter-Glo, 24 h; Potency, µM (doses to about 46.1 µM), without a hit: at the highest dose growth rescue (activation), hits mostly activators; 410,000 tested, 1.8% active; also: potency is read from the fitted curve at half-maximal effect; % of control where 0% means no effect; nearly all actives have a fitted effect of over 50% in size
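Yeast expressing TDP-43 (pregrown in raffinose, seeded at OD600=0.02 in galactose medium) exposed to compounds 24 hr at 30 deg C. Growth read by BacTiter-Glo luminescence; rescue of toxicity appears as increased signal.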
PTHR1 agonist: qHTS for PTHR1 Agonists: Primary Screen; Parathyroid hormone/parathyroid hormone-related peptide receptor (Homo sapiens), Q03431; HEK293 GP2 PTHR1 cells, GloSensor cAMP luminescence, 1 h; Potency, µM (highest dose often 115 µM), without a hit: top-dose activation, most hits filed as activators; 410,000 tested, 0.075% active; also: potency is read from the fitted curve at half-maximal effect; nearly all actives have a fitted effect of over 55% in size; some results filed as inactive show a strong effect at the top dose; inactives centre near -15; many of its hits are not listed in these tables
Target sequence (Q03431 whole entry, looked up): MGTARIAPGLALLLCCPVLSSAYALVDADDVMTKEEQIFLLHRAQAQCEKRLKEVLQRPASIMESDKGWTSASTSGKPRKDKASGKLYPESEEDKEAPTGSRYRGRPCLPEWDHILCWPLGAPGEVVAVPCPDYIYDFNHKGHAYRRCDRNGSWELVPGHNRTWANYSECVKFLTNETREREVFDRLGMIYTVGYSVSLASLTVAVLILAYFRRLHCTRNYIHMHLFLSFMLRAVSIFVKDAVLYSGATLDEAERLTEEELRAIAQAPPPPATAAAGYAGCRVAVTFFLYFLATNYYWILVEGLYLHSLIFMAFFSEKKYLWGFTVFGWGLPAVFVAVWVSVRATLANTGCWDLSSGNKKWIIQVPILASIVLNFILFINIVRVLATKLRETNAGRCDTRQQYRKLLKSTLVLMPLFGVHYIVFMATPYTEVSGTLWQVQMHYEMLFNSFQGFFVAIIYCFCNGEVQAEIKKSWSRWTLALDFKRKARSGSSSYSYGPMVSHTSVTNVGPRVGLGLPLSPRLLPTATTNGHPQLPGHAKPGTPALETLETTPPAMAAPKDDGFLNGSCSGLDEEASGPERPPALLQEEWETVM
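HEK-293-derived GP2 cells expressing PTHR1 and a GloSensor cAMP reporter, 3,000/well, plated overnight, given luciferin plus IBMX (each 0.5 mM as added) for 1 h at 37 °C, then compound for 1 h at 37 °C. Luminescence was read after 15 min at room temperature.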
aSyn yeast inh: qHTS of alpha-syn Inhibitors; AID 652106, 2013; Yeast expressing alpha-synuclein, growth rescue, BacTiter-Glo, 24 h; 370,000 tested, 0.14% active; Potency, µM (doses to about 46.1 µM), inactives show at the top dose growth rescue (activation), usual class: activators; also: potency is read from the fitted curve at half-maximal effect; % of control where 0% means no effect; nearly all actives have a fitted effect of over 65% in size
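Readout is rescue of growth in alpha-synuclein-expressing yeast, so inhibitors of toxicity appear as activators. Growth after 24 hr at 30 deg C in galactose medium is quantified by luminescence.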
Abeta rescue: qHTS for compounds that reverse cellular toxicity of Amyloid beta (A-beta) peptide in yeast: Primary Screen; yeast expressing A-beta42, growth rescue, OD600, 48 h; response scale: 0% DMSO, 100% iron-clioquinol control; Potency, µM (doses to about 46.1 µM), for the others: at the top dose growth rescue, hits mostly activators; 410,000 tested, 0.063% active; also: potency is read from the fitted curve at half-maximal effect; nearly all actives have a fitted effect of over 55% in size
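Yeast growth medium received pinned compounds, then yeast cells expressing toxic A-beta were added; plates incubated at 30 C for 48 hr. Growth read as absorbance at 600 nm, normalized to DMSO and equimolar FeCl3 plus clioquinol controls.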
FUS yeast rescue: qHTS for Suppressors of FUS Proteinopathy: Primary screen using FUS-linked yeast assay. 390,000 tested, 0.24% active. S. cerevisiae FUS-expressing, growth rescue, OD600, 24 h. Potency, µM (highest dose often 76.6 µM), for the others: at the top dose growth rescue (activation), actives largely listed as activators;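 also: potency is read from the fitted curve at half-maximal effect; plate controls were DMSO vehicle for no effect and reference control for full effect; nearly all actives have a fitted effect of over 55% in size; some results filed as inactive show a strong effect at the top dose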
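Absorbance at 600 nm, taken 24hr after compound addition, measured rescue of FUS-yeast growth at 30C. Induction used 2% galactose with seeding at OD 0.005. Controls: CP55940 from 92uM final, DMSO only.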
pAkt inh: HTS Assay for Inhibitors of Akt Phophorylation: Primary Screen. Neuro2A IGF-stimulated pAkt S473 HTRF, 20 min; stronger effect = lower value. activity change, % for hits at 50 µM. 360,000 tested, 0.32% active; in the data active = activity change below about -80%; inconclusive = mostly about -51% to -80%; also: % is scaled to controls: 0 for no effect and ±100 for the full control effect
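Neuro2A cells (4,500/well, DMEM with 0.5% FBS) were treated with compound at a single 50 µM final concentration, stimulated with 6 nM IGF for 20 min at 37 °C, and lysed. Phospho-Akt Ser473 was read by HTRF as 665/615 ratio ×10^4.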
* marks the source's active call; other numbers are inactive results; i = inactive; ? = inconclusive; · = no result given; & = joins results of further samples; [ ] = remark or other dose. Unless noted, calls follow the shape of the dose curve; as a rule, active = well fitted curve in the direction sought with a large enough effect; inconclusive = small, poorly fitted or top-dose-only effect, or another doubt; inactive = no such curve, though single readings can be large; an effect the other way counts as inactive or inconclusive. Not all compounds are listed; rates above refer to the full screens.

SMILES | GLP1R cytotox | MmCpn inh | GLP1R inv ag | TDP43 rescue | PTHR1 agonist | aSyn yeast inh | Abeta rescue | FUS yeast rescue | pAkt inh
Cc1cc(C)cc(NC(=O)COC(=O)c2cccc(S(=O)(=O)N3CCCCC3)c2)c1 | 3.6% | 0.9% | ? | 22.2% | -14.9% | 3.0% | -9.4% | 7.8% | i
COc1ccc2nc(N(Cc3cccnc3)C(C)=O)sc2c1 | 1.7% | · | 10.0% | 6.0% | i | · | 11.6% | -10.9% | ·
O=C(CN1C2CCCC1CC(NC(=O)C1CCCCC1)C2)Nc1ccccc1 (configuration not stated) | -3.9% | 1.0% | ? | -15.1% | -3.6% | 0.7% | -4.3% | 17.7% | i
COc1ccc(OC)c(S(=O)(=O)Nc2ccccc2F)c1 | -6.9% | 0.5% | -0.1% | 15.2% | 1.4%[57.5 µM] | -1.6% | 4.4% | -2.8% | i
O=S1(=O)NC(CC2=CCCCC2)C2CCCCC2O1 (configuration not stated) | 2.0% | 0.8% | -22.9% | 0.8% | -0.6% | 4.8% | -12.4% | -13.2% | i
Cc1cccc(C(=O)C2CCOC(C)(C)C2)c1 (configuration not stated) | -2.6% | 1.4% | ? | 20.9% | i | 4.8% | 5.0% | -2.8% | i
Cc1nc2c(ncn2-c2ccccc2)c(=O)n1NC(=O)CN1CCCCC1 | 1.3% | 0.8% | 7.1% | 3.9% | i | -4.5% | 11.1% | -24.9% | i
O=C(CCCCCNC(=O)N1CCn2c1nc1ccccc12)N[C@@H](C(=O)O)c1ccccc1 | -5.1% | 0.2% | 10.1% | 14.8% | -6.5% | -4.7% | -4.0% | -12.3% | i
CCCCCNC(=O)C(C)Sc1ccc(Cl)cc1 (configuration not stated) | -3.3% | -0.2% | -19.6% | 4.4% | -5.6%[57.5 µM] | 13.8% | -3.0% | 21.0% | ·
O=C1CCN(c2ccc([N+](=O)[O-])cc2F)CC1 | 8.3% | -0.5% | 5.7% | 9.4% | i | -12.4% | -8.4% | -6.9% | i
O=C(O)c1ccc(COc2ccc3c(c2)CCC3)cc1 | -6.3% | -1.2% | -24.7% | 3.7% | -34.0%[inhibitor] | 24.1% | 15.5% | 17.0% | i
O=C(NC1CCCCC1)c1ccccc1NC(=O)C1CC(=O)N(c2ccc(Cl)cc2)C1 (configuration not stated) | -21.1% | 1.5% | 0.0% | -16.8% | i | -1.2% | -2.8% | 12.8% | i
COc1cc(S(=O)(=O)N(Cc2ccccc2)CC2CCCO2)ccc1-n1cnnn1 (configuration not stated) | -0.1% | -0.4% | 12.5% | 23.6% | -3.2% | 6.1% | -4.6% | 3.3% | i
CN1CCN(C(=O)c2ccc(CSc3nc4ccncc4n3Cc3ccc(F)cc3)cc2)CC1 | 8.0% | 1.1% | -18.9% | -4.4% | i | -4.1% | 3.2% | -16.9% | i
CC(C)CN(C(=O)c1ccc(C(F)(F)F)cc1)c1c(N)n(CC(C)C)c(=O)[nH]c1=O | -7.9% | 1.7% | 2.7% | 3.4% | -43.5%[inhibitor] | 2.1% | 4.3% | 11.5% | i
COc1ccc(-c2noc(-c3ccc(NC4CCCC4)c([N+](=O)[O-])c3)n2)cc1 | 11.8% | · | 10.0% | 10.0% | ? | · | -12.4% | 13.2% | ·
Cc1cccc(Nc2c([N+](=O)[O-])c(=O)n(C)c3ccccc23)c1 | -13.2% | -1.6% | 10.5% | ? | -17.7% | 3.2% | 12.4% | 9.1% | i
COc1ccccc1NC(=O)c1c(C)cc(C)nc1SCC(=O)c1ccc(Cl)cc1 | 3.7% | · | 4.6% | 27.0% | -6.3% | · | -1.2% | 24.9% | ·
CCc1ccc(CNC(=O)C2CCN(S(=O)(=O)N3CCC4(CC3)OCCO4)CC2)cc1 | -6.1% | 0.1% | -14.7% | -2.4% | -11.1% | 0.7% | -7.1% | 13.3% | i
COc1cc(CCC(=O)Oc2ccc(C(C)=O)cc2)cc(OC)c1OC | 15.9% | -1.1% | 20.0% | -18.6% | i | -9.7% | 0.0% | · | i
O=C(CN1C(=O)COc2ccc(S(=O)(=O)N3CCOCC3)cc21)Nc1cccc(Cl)c1 | -22.9% | 0.9% | -25.7% | 11.7% | i | 5.4% | 4.0% | 2.8% | ·
CCNC(=O)c1c(NC(=O)Cc2coc3cc(C)ccc23)sc2c1CCCC2 | -5.1% | · | -9.8% | 6.5% | -3.1% | · | -0.6% | 9.0% | ·
CCN(CC(=O)Nc1ccccc1C(F)(F)F)C(=O)COc1cccc2c1OC(C)(C)C2 | 11.4% | 0.7% | 6.0% | 0.0% | i | 5.5% | 26.3% | 16.5% | i
Cc1ccccc1NC(=S)NCCc1ccc(S(N)(=O)=O)cc1 | -0.3% | -1.6% | 3.7% | 4.1% | i | -15.8% | -2.5% | -22.6% | i
O=C(Cc1ccc(Cl)cc1)NCC(=O)N1CCN(Cc2ccccc2)CC1 | -18.6% | 0.4% | ? | -5.1% | -6.2% | 0.9% | 2.6% | 8.8% | i

Two records picked at random from those above, as already listed:
SMILES | GLP1R cytotox | MmCpn inh | GLP1R inv ag | TDP43 rescue | PTHR1 agonist | aSyn yeast inh | Abeta rescue | FUS yeast rescue | pAkt inh
O=S1(=O)NC(CC2=CCCCC2)C2CCCCC2O1 (configuration not stated) | 2.0% | 0.8% | -22.9% | 0.8% | -0.6% | 4.8% | -12.4% | -13.2% | i
Cc1cc(C)cc(NC(=O)COC(=O)c2cccc(S(=O)(=O)N3CCCCC3)c2)c1 | 3.6% | 0.9% | ? | 22.2% | -14.9% | 3.0% | -9.4% | 7.8% | i

The listing continues:
SMILES | GLP1R cytotox | MmCpn inh | GLP1R inv ag | TDP43 rescue | PTHR1 agonist | aSyn yeast inh | Abeta rescue | FUS yeast rescue | pAkt inh
CCCn1c2ccccc2c2nnc(SCc3[nH]c(=O)[nH]c3C(=O)CCCCC(=O)OCC)nc21 | -27.0% | -2.1% | 12.7% | 10.2% | ? | 6.2% | -12.8% | 16.2% | i
COc1ccc(-c2cc(-c3ccccc3)nc(SC(C)C(=O)O)c2C#N)cc1 (configuration not stated) | -26.3% | -13.4% | ? | -1.7% | -33.2%[inhibitor] | 8.3% | -10.8% | 5.7% | i
COc1ccc(Nc2c3c(nc4ccc(NC(=O)c5ccc(F)cc5)cc24)CCCC3)cc1OC | -6.8% | · | -6.5% | 16.3% | -22.0% | · | 2.0% | 10.3% | ·
Cc1nc2c(-c3ccc(F)cc3)c(C)nn2c(C)c1CCC(=O)NCc1ccco1 | -3.4% | -1.6% | 33.0%[activator] | 21.8% | -11.9% | -1.2% | 1.5% | -7.7% | i
Cc1cccc(C)c1NC(=O)C1=C(O)c2sccc2N(C)S1(=O)=O | -9.5% | -0.8% | ? | -10.8% | -2.7% | ? | 6.9% | 11.4% | i
Cc1cc2[nH]c(=O)c(=O)[nH]c2cc1S(=O)(=O)N1CCN(c2ccccc2)CC1 | 0.1%&-5.8% | 1.0% | -6.7%&11.0% | -7.7%&25.4% | 17.2% | -2.0% | -12.1%&-14.6% | -4.5%&8.9% | i
Cc1ccc(C)c(SCC(=O)N(C)CC(=O)Nc2ccc(N3CCOCC3)cc2)c1 | -2.5% | -2.3% | 44.5%[activator] | 0.0% | -10.6% | -1.0% | -1.4% | 36.2% | i
CCOC(=O)C1(CC2CC2)CCN(C(=O)c2cc(C)nc3ccc(CC)cc23)CC1 | -5.6% | 0.2% | ? | -17.1%[0.397 µM] | i | -3.9% | -6.4% | 52.9% | i
O=C(Cc1ccccc1)NCCc1cn2ccsc2n1 | -3.1% | 0.1% | 9.1% | ? | i | -12.8% | -1.1% | -18.8% | i
COCCCn1c(SCC(=O)Nc2nc3ccccc3s2)nnc1-c1ccoc1C | 2.6% | -5.6% | ? | -18.2% | i | -0.3% | -1.4% | 36.4% | i
Cc1ccccc1C(=O)N1CCC(n2nccc2NC(=O)CCOc2ccccc2)CC1 | 9.6% | ? | -0.3% | -1.1% | -30.6%[inhibitor] | -7.6% | -4.0% | · | i
Cc1ccc(S(=O)(=O)N2C[C@@]3(O)Cn4c(=O)ccc(=O)n4C[C@@]3(OC(=O)NCC3CCCCC3)C2)cc1 | 10.6% | · | 4.5% | -30.7% | -46.6%[inhibitor] | -0.4% | -10.0% | 24.2% | i
O=C(c1cccs1)N(Cc1ccco1)Cc1cc2ccccc2[nH]c1=O | -9.8% | 1.5% | ? | -0.6% | -4.3%[57.5 µM] | 1.3% | 21.2% | 8.5% | i
CCOc1ccc2cc(C3CC(c4ccco4)=NN3S(=O)(=O)c3ccccc3)c(Cl)nc2c1 (configuration not stated) | -3.7% | -7.2% | -17.0% | -7.6% | i | -8.3% | -12.9% | · | i
CCC1CCCCN1C(=O)CSc1n[nH]c(N)n1 (configuration not stated) | -1.1% | 2.3% | 3.2% | -10.5% | -19.3% | -5.6% | -9.8% | -23.2% | i
Cc1coc2cc3oc(=O)c(CC(=O)NCc4cccc(Cl)c4)c(C)c3cc12 | 11.0% | · | -3.8% | 3.6% | 14.0% | · | -16.6% | 34.2% | ·
O=C1CN(C(=S)Nc2ccc(OC(F)F)cc2)CCN1 | -0.5% | -8.5% | 1.7% | -4.6% | i | -1.8% | -11.1% | 17.9% | i

Assay outcomes (PubChem)
